FBPA coupling cs: qHTS Assay for Inhibitors of Fructose-1,6-bisphosphate Aldolase from Giardia Lamblia: Coupling assay counterscreen. coupling enzyme system counterscreen, AmpLite Red fluorescence. activity change, negative = inhibition, % at 58.2 µM, hits read low. hit rate 0.67% among 290,000; in the data active means activity change below about -30%
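Compounds tested against the coupling enzymes alone at 57.5 uM final; readout was AmpLite Red fluorescence (525/598 nm) after 20 min at RT.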
Starred values were filed as active, the others as inactive; & = joins results of further samples. On the % scale 0 is the no-effect control and ±100 the full control effect. A portion of the library, so the mix of outcomes need not match the whole.

CC(C)C1=CC2=CCC3[C@@](C)(CCC[C@@]3(C)C(=O)O)C2CC1 (some centres undefined)
  FBPA coupling cs: 0

FC(F)(F)c1cc(CN2CCCC3(CCNCC3)C2)cc(C(F)(F)F)c1
  FBPA coupling cs: 1

c1ccc(CNc2ncncc2-c2ccc3c(c2)OCO3)cc1
  FBPA coupling cs: -5

CC1(C)CC2C1CCC1(C)OC2(C)CCC1O (centres undefined)
  FBPA coupling cs: -1

CCCCCC(CC(=O)O)C(=O)O (centres undefined)
  FBPA coupling cs: 1

COC(=O)NC(/C(C(=O)OC)=C(\C)NCc1ccccc1)c1cccc(C)c1 (centres undefined)
  FBPA coupling cs: 2

CC(C)CC1(C(=O)NCC2CC2)C=CCN1C(=O)c1ccccc1 (centres undefined)
  FBPA coupling cs: -4

CNc1ncncc1-c1ccccc1CN(C)C
  FBPA coupling cs: 1

COc1cccc2c1CCCC2CCCN1CCN(C2CCCCC2)CC1 (centres undefined)
  FBPA coupling cs: -1&-1

COC(=O)[C@H](COC(C)(C)C)NC(=O)O[C@@H]1C(=O)c2ccc(OC)cc2O[C@H]1c1cccc(C(F)(F)F)c1
  FBPA coupling cs: 0

COC(=O)c1ccc(C(NC(=O)OCc2ccccc2)/C(F)=C/[C@@H](C)C(=O)Nc2ccc(OC)cc2)cc1 (some centres undefined)
  FBPA coupling cs: -2

Nc1ncnc2[nH]c(=O)[nH]c12
  FBPA coupling cs: 3

CC1(C)C(=O)CC[C@@]2(C)C1CC(O)[C@@]1(C)C3=CC(=O)OC(c4ccoc4)[C@]3(C)CCC21 (some centres undefined)
  FBPA coupling cs: 5

CN1[C@H](Cc2ccccc2)C=C[C@]1(C)C(=O)NCC1CC1
  FBPA coupling cs: -11

CS(=O)(=O)Nc1cccc(-c2cncnc2Nc2ccccc2)c1
  FBPA coupling cs: 3

CC(C)[C@@H](CC(=O)N[C@@H]1CCCC[C@H]1C(=O)N[C@H](CC(=O)N[C@@H](CCC(=O)O)CC(=O)O)Cc1ccccc1)NC(=O)C[C@H](Cc1c[nH]c2ccccc12)NC(=O)[C@@H]1CCCC[C@H]1N
  FBPA coupling cs: 4

CCC(C)C(NC)C(=O)O (centres undefined)
  FBPA coupling cs: -1

COC(=O)[C@@]1(Cc2ccccc2)[C@H]2c3cc(C(=O)N4CCCC4)n(Cc4nc5ccccc5[nH]4)c3C[C@H]2CN1C(=O)c1ccccc1
  FBPA coupling cs: 0

O=C1C=CC2(OCCCO2)C(Br)=C1
  FBPA coupling cs: 4

c1ccc(CNc2ncnc3ccc(-c4ccc5c(c4)OCO5)cc23)cc1
  FBPA coupling cs: 0

CCN(CC)CCCCn1c(-c2ccccc2)nc2c(NCCOC)nc(C)nc21
  FBPA coupling cs: 4

CN1CCN(c2ccnc(-c3cccnc3)n2)CC1
  FBPA coupling cs: 0

CC(C)CO/N=C1/C[C@@H](O)[C@@H](O)[C@@H]2[C@@H]3C(=O)N(C(C)(C)C)C(=O)[C@H]3CC[C@@H]12
  FBPA coupling cs: 1

COC(=O)[C@H](C)NC(=O)C/C=C\[C@@H](C)CO
  FBPA coupling cs: 2

Oc1ccc2c(c1)OCC1c3cc4c(cc3OC21)OCO4 (centres undefined)
  FBPA coupling cs: 0

CC(=O)N[C@@H](CSC/C=C(\C)CCC=C(C)C)C(=O)O
  FBPA coupling cs: 2

C[C@H](N)C(=O)N[C@@H](Cc1ccc(F)cc1)C(=O)N[C@@H](CCCN=C(N)N)C(=O)N[C@@H](CC1CCCCC1)C(=O)N[C@@H](CCCCN=C(N)N)C(=O)N[C@@H](Cc1ccc(O)cc1)C(N)=O
  FBPA coupling cs: 0

CCNc1ncc2nc(C)c(=O)n(-c3ccc(OC)cc3)c2n1
  FBPA coupling cs: 3

CC1=CC(=O)OC1Cc1ccc2ccccc2n1 (centres undefined)
  FBPA coupling cs: 0

CCc1cccc2c(-c3ccccc3)c3c(nc12)OCC3
  FBPA coupling cs: 7

CN(C)c1ccc(-c2nccc(NCc3cccs3)n2)cc1
  FBPA coupling cs: 0

CCC1=C2CC[C@H]3C(=O)N(CC)C(=O)[C@H]3[C@H]2[C@@]2(C)C(=O)N(CC(=O)OC)C(=O)N2C1=O
  FBPA coupling cs: -2

NCCC[C@@H](CC(=O)N[C@@H]1CCCC[C@H]1C(=O)N[C@H](CC(=O)N[C@@H](CCC(=O)O)CC(=O)O)Cc1ccccc1)NC(=O)C[C@H](Cc1ccccc1)NC(=O)[C@@H]1CNCC[C@H]1N
  FBPA coupling cs: -1

CCCCC[C@H](O)/C=C/C=C\C/C=C\CCCCC(=O)O
  FBPA coupling cs: 10

C=C1CCN(C(CC(C)C)C(=O)NCc2ccc(Cl)cc2)S(=O)(=O)c2ccccc21 (centres undefined)
  FBPA coupling cs: 0

c1ccc(-c2ccc(N3CC4(CCNCC4)C3)cc2)cc1
  FBPA coupling cs: 3

O=c1c(-c2ccccc2)nc2cnc(N3CCNCC3)nc2n1-c1ccccc1
  FBPA coupling cs: 2

COc1cc(OC)c2c(c1C(CCN1CCN(c3ccccc3)CC1)c1ccc(N(C)C)cc1)OC(=O)CC2c1ccc(N(C)C)cc1 (centres undefined)
  FBPA coupling cs: 0

N#Cc1nc(NCC2CC2)nc(Nc2ccccc2)n1
  FBPA coupling cs: -1

CC(=O)N1CCC[C@@]2(CCN(c3ccccc3)C2)C1
  FBPA coupling cs: -1

Cc1ccccc1-c1nccc(Nc2ccc(F)cc2)n1
  FBPA coupling cs: -4

O=C1C(c2ccccn2)=[N+]([O-])c2ccccc21
  FBPA coupling cs: -40*

O=C(c1ccco1)N1CCC2(CC1)CCN(c1ncccn1)CC2
  FBPA coupling cs: 0

CSCC[C@H](NC(=O)CNC(=O)CNC(=O)[C@H](CO)NC(=O)[C@H](CCCNC(=N)N)NC(=O)[C@H](CO)NC(=O)[C@H](CC(C)C)NC(=O)[C@H](CC(C)C)NC(=O)CNC(=O)[C@H](C)NC(=O)[C@H](CC(C)C)NC(=O)[C@H](CCCNC(=N)N)NC(=O)[C@H](Cc1cnc[nH]1)NC(=O)[C@@H](NC(=O)[C@@H](N)C(C)C)[C@@H](C)O)C(=O)N[C@H](C(=O)N[C@@H](CCCCN)C(=O)N[C@@H](CO)C(=O)N[C@@H](CC(N)=O)C(=O)N[C@@H](Cc1ccccc1)C(=O)N[C@H](C(=O)N1CCC[C@H]1C(=O)N[C@H](C(=O)N[C@@H](CC(N)=O)C(=O)N[C@H](C(=O)NCC(=O)N[C@@H](CO)C(=O)N[C@@H](CCCCN)C(=O)N[C@@H](C)C(=O)N[C@@H](Cc1ccccc1)C(N)=O)C(C)C)[C@@H](C)O)C(C)C)C(C)C
  FBPA coupling cs: 0

O=c1n(Cc2cc3c(cc2Cl)OCO3)c(=O)n2n1CC[C@H]1/C(=N\OC[C@@H](O)COCc3ccco3)[C@H]3O[C@@H]3[C@@H](O)[C@@H]12
  FBPA coupling cs: 0

COc1cc2c(cc1OC)C(C(=O)c1ccc(OC)c(OC)c1O)=NCC2
  FBPA coupling cs: -15

C=CC1=C2C=C(C3CC3)N(CCCCO)C=C2C(=O)C(C)(OC(=O)c2ccco2)C1=O (centres undefined)
  FBPA coupling cs: -42*

CCN1C(=O)[C@H]2[C@H]3[C@H](O)[C@H](O)C/C(=N/OC[C@@H](C)[C@H](OCc4ccccc4)C(C)C)[C@@H]3CC[C@@H]2C1=O
  FBPA coupling cs: -1

CCC1CC=CC2C1C(=O)N(Cc1ccccc1)C2c1ccc2ccccc2c1 (centres undefined)
  FBPA coupling cs: 1

COc1ccc(NC(=O)N2CCCC3(CCN(C(=O)c4ccc(OC)cc4)CC3)C2)cc1
  FBPA coupling cs: 2

COC(=O)[C@@H]1CCCN1C(=O)[C@@H](C)CO
  FBPA coupling cs: 0

COC(=O)C/C=C/[C@@H](C)[C@@H](Cc1ccccc1Br)OC
  FBPA coupling cs: 1

C=CC(C)(C)c1c2c(c(O)c3c(=O)c4ccc(O)c(O)c4oc13)C=CC(C)(C)O2
  FBPA coupling cs: -7

COc1ccc2[nH]c(I)c(CCNC(C)=O)c2c1
  FBPA coupling cs: -1

CC(=O)OCC1OC(C#CC(C)(C)C)C=CC1OC(C)=O (centres undefined)
  FBPA coupling cs: -1&0

O=C1CCCC2CCCCN12 (centres undefined)
  FBPA coupling cs: -2

CCCCNC(=O)C(c1ccc(OCC(=O)OC)c(C(=O)OC)c1)N(Cc1ccccn1)C(=O)CCCCCN1C(=O)NC(c2ccc(-c3ccccc3)cc2)C(C(=O)OCc2ccccc2)=C1C (centres undefined)
  FBPA coupling cs: 2

COc1ccc(CNc2ccnc(-c3ccc4c(c3)OCO4)n2)c(OC)c1
  FBPA coupling cs: -3

C[C@@H]1C(=O)N(S(=O)(=O)c2ccccc2[N+](=O)[O-])[C@H]1c1ccc(-c2ccccc2)cc1
  FBPA coupling cs: 14

CO[C@@H]1COC(=O)CC=C[C@@H](C)[C@@H]2C=C[C@@H](O)[C@@H](COC(=O)C/C=C\[C@H]1C)O2
  FBPA coupling cs: -1

3 compounds picked at random from the list so far, as already listed:
C=CC1=C2C=C(C3CC3)N(CCCCO)C=C2C(=O)C(C)(OC(=O)c2ccco2)C1=O (centres undefined)
  FBPA coupling cs: -42*

COc1cc2c(cc1OC)C(C(=O)c1ccc(OC)c(OC)c1O)=NCC2
  FBPA coupling cs: -15

CC(=O)OCC1OC(C#CC(C)(C)C)C=CC1OC(C)=O (centres undefined)
  FBPA coupling cs: -1&0

Further records.
C=CCOC(=O)N[C@H](/C(C(=O)OC)=C(\C)NCc1ccccc1)c1cccc(C(F)(F)F)c1
  FBPA coupling cs: 1

CCCCCCCCCCCCC/C=C/[C@@H](O)[C@@H](N)COP(=O)(O)O
  FBPA coupling cs: 2&3

Cc1cc(F)ccc1OC1C=CC(c2ccc3c(c2)OCO3)OC1CO (centres undefined)
  FBPA coupling cs: 0

COc1ncc2ncc(=O)n(CCc3ccccc3)c2n1
  FBPA coupling cs: 3

CC(=O)OCC(=O)[C@@]1(O)CCC2C3CC[C@H]4CC(O)CC[C@@]4(C)C3C(=O)C[C@]21C (some centres undefined)
  FBPA coupling cs: -2

CC1CC[C@@]23CCC4(C)[C@@]5(C)CCC6C(C)(C)C(=O)CC[C@@]6(C)C5C=C[C@@]4(OC2=O)C3C1C (some centres undefined)
  FBPA coupling cs: 2

CO[C@@H]1COC(=O)C/C=C\[C@@H](C)COC(=O)[C@H](Cc2ccccc2)NC(=O)C/C=C\[C@H]1C
  FBPA coupling cs: 3

COCCn1c(=O)c(C)nc2cnc(N3CCNCC3)nc21
  FBPA coupling cs: 2

COCn1c2ccccc2c2nnc(C(=O)O)nc21
  FBPA coupling cs: 0

COC(=O)c1ccccc1S(=O)(=O)N1CCc2nc(-c3ccc(OC)cc3C)c3c(c2C1)CO[C@@H](c1ccccc1)C3
  FBPA coupling cs: 2

CC(C)C(C(=O)O)N1C(=O)/C(=C/c2ccc(Br)cc2)SC1=S (centres undefined)
  FBPA coupling cs: 10

CN1CCN(c2ncnc3ccc(-c4ccoc4)cc23)CC1
  FBPA coupling cs: -2

COc1ccc(CNc2ncncc2-c2cccc(NS(C)(=O)=O)c2)c(OC)c1
  FBPA coupling cs: 2

N#Cc1cccc(NC(=O)N2CC[C@@]3(CCCNC3)C2)c1
  FBPA coupling cs: 3

COc1ncc2nc(-c3ccc(Cl)cc3)c(=O)n(-c3ccccc3)c2n1
  FBPA coupling cs: 1

COc1cccc(Cn2c(=O)c(-c3ccccc3)nc3cnc(N4CCNCC4)nc32)c1
  FBPA coupling cs: 1

CC[C@H]1[C@@H]2C=C[C@@H]3[C@H]4C/C=C\C(=O)NCCC[C@@H]5NC(=O)C(=C5O)C(=O)CC[C@@H]4C[C@@H]3[C@H]2C[C@H]1C
  FBPA coupling cs: -1

CC1=CC2C(=O)c3cccc(O)c3C(=O)C2C(O)=C1 (centres undefined)
  FBPA coupling cs: -6

CC(=O)OC1CC2C(C)(C)C(O)CCC2(C)C2CC[C@]3(C)C(=CC(=O)OC3c3ccoc3)C12C (some centres undefined)
  FBPA coupling cs: 3

O=C1CCCC=C1[C@@H](O)C1CCCCC1
  FBPA coupling cs: -1

COc1cc(OC)c2c(c1Cl)O[C@@]1(C2=O)[C@H](C)CC(=O)C[C@@H]1OC
  FBPA coupling cs: 1

Cc1noc(C)c1-c1nccc(N2CCN(C)CC2)n1
  FBPA coupling cs: -1

O=c1c(-c2ccc(Cl)cc2)nc2cnc(Nc3ccccc3)nc2n1C1CC1
  FBPA coupling cs: 2

CC12CCC=CC1C(c1ccc3ccccc3c1)N(Cc1ccccc1)C2=O (centres undefined)
  FBPA coupling cs: 6

O=c1cc(-c2ccccc2)oc2cc(O)c(O)cc12
  FBPA coupling cs: 1

Cc1cc2oc(=O)cc(-c3ccccc3)c2c(C)c1-c1ccoc1
  FBPA coupling cs: 4

NC(N)=N/N=C\c1c(Cl)cccc1Cl
  FBPA coupling cs: -4

CC(C)[C@@H](OCc1ccccc1)[C@H](C)CO/N=C1/[C@H]2OC2[C@@H](O)[C@H]2[C@H]1CCn1c(=O)n(-c3ccccc3)c(=O)n12 (some centres undefined)
  FBPA coupling cs: 0

CC1CC=CC2C1C(=O)N(Cc1ccccc1)C2c1ccc(-c2ccc(N(C)C)cc2)cc1F (centres undefined)
  FBPA coupling cs: -3

COc1ccc(CNc2ncnc3ccc(-c4ccccc4OC)cc23)c(OC)c1
  FBPA coupling cs: 0

Compounds from the list above with a CF3 group, in the order listed:
FC(F)(F)c1cc(CN2CCCC3(CCNCC3)C2)cc(C(F)(F)F)c1
  FBPA coupling cs: 1

COC(=O)[C@H](COC(C)(C)C)NC(=O)O[C@@H]1C(=O)c2ccc(OC)cc2O[C@H]1c1cccc(C(F)(F)F)c1
  FBPA coupling cs: 0

C=CCOC(=O)N[C@H](/C(C(=O)OC)=C(\C)NCc1ccccc1)c1cccc(C(F)(F)F)c1
  FBPA coupling cs: 1

Next records:
CNc1nc(-c2cccnc2)nc2ccccc12
  FBPA coupling cs: 0

CS(=O)(=O)N1CCC[C@@]2(CCN(C(=O)Nc3ccccc3)C2)C1
  FBPA coupling cs: 0

O=C1[C@H]2[C@H]3[C@H](O)[C@H](O)C/C(=N/OC[C@@H](O)COCc4ccco4)[C@H]3CC[C@@H]2C(=O)N1C1CCCCC1
  FBPA coupling cs: -2

CCCCCC(=O)/C=C/[C@H]1[C@H](O)CC(=O)[C@@H]1C/C=C\CCCC(=O)O
  FBPA coupling cs: 3

OC/C=C/c1ccc(O)c(O)c1
  FBPA coupling cs: 0

High-throughput results (PubChem)
